Source: PubChem BioAssay (Fisher Drug Discovery Resource Center)
mcGAS MS inh – mouse cGAS inhibition by mass spec | recombinant mouse cGAS, cGAMP by RapidFire MS | inhibition, % at 12.5 µM | hit rate 0.18% among 130,000 | AID 1259397;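 active = inhibition of cGAS enzyme activity at or above 60%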;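 also: enzyme stimulated by 45 bp dsDNA with ATP and GTP substrates; cGAMP share of summed cGAMP plus half ATP and half GTP signals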
Target sequence (Q8C6L5 whole entry, looked up): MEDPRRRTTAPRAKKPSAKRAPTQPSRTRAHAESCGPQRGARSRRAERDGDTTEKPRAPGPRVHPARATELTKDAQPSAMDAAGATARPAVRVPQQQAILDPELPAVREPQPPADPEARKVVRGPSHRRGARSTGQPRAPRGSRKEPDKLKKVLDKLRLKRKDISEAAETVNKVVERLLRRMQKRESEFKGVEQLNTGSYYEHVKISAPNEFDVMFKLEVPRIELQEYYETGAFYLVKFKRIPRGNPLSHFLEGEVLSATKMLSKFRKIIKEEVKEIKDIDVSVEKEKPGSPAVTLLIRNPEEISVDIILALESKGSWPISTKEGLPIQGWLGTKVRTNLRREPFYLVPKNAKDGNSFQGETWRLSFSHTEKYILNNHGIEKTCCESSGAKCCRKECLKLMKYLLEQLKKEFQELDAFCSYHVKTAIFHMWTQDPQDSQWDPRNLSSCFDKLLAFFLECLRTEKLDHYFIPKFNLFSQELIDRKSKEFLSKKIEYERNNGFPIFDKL
* hit, by the source's call; & = joins results of further samples.

SMILES | mcGAS MS inh
O=C(c1ccc(-c2ccccc2)cc1)N1N=C2CCCCC2C1(O)C(F)(F)F (centres undefined) | -29.4
Cc1ccc(NC(=O)C2(C)CCN2C(=O)C2(c3ccccc3)CC2)cc1 (centres undefined) | 1.8
COc1ccccc1N1CCN(C(=O)c2cccc(C(=O)N3CCN(c4ccccc4OC)CC3)c2)CC1 | -0.5
Cc1c(C(=O)NCc2ccccn2)sc(=O)n1Cc1ccc(-c2ccccc2)cc1 | -6.1
CN1CCN(c2ccc3c(ccc4c5ccccc5[nH]c34)n2)CC1 | -2.8
COCCN(CCC#N)c1nc2cc(C)ccc2o1 | -13.2
CC(C)(C)Nc1nc(Cl)nc(Nc2ccc(F)cc2)n1 | -8.4
Cn1cnnc1C1CCN(Cc2cc3cc4c(cc3[nH]c2=O)OCO4)CC1 | -16.4
Cc1ccc(S(=O)(=O)Nc2ccc3cn[nH]c3c2)cc1[N+](=O)[O-] | 0.7
CC(=O)c1ccc(-n2c(=O)c3ccccc3c3ccccc3c2=O)cc1 | 1.2
CC1CN(Cc2cscn2)C(C)(C)C1 (centres undefined) | -0.8
O=C(CNS(=O)(=O)c1ccc2c(c1)OCCCO2)NC1CCSc2ccccc21 (centres undefined) | 1.2
COc1cc2c(Cl)ncnc2cc1O | -0.4
COc1ccc(-c2ccc(C(=O)NCc3cc(=O)[nH]cn3)o2)cc1 | 2.4
COC(=O)c1sccc1NC(=O)CCCC(=O)O | 1.9
COc1cc(-c2cccc(NC(C)=O)c2)ncn1 | 6.6
CCn1c(C2CCN(C(=O)COc3ccc(Cl)cc3)CC2)nn(C)c1=O | -28.6
CC(=O)c1ccccc1-c1c(C)c2ccccc2[nH]c1=O | -18.6
CSC(C)C(=O)Nc1ccc(Sc2nc(C)cs2)cc1C (centres undefined) | -13.9
CN1CCN(C(CNC(=O)C2CCCCC2)c2ccc3c(c2)CCN3C)CC1 (centres undefined) | -7.8
COC(=O)C1C(=N)Oc2cc(O)ccc2C1c1ccc(OCc2ccccc2C#N)cc1 (centres undefined) | 2.4
Cc1nc(N2CCCCCC2)c2c3c(sc2n1)CCCC3 | -9.2
COc1ccc(S(=O)(=O)N2CCCCC2)cc1NC(=O)CN1CCSc2ccccc21 | -0.4
COC(=O)c1cc(C2CC2)nc2c1c(C)nn2C1CCS(=O)(=O)C1 (centres undefined) | -11.0
c1ccc2c(c1)nc(CCc1c[nH]c3ccccc13)n1c3ccccc3nc21 | -15.8
Cn1ccsc1=NC(=S)Nc1ccc2c(c1)OCCO2 | -6.5
CCc1ccc2occ(CC(=O)N3C[C@@H](N)C[C@H]3C(=O)NC(C)C)c2c1 | -7.8
COc1ccc(C(=O)N2CCCC(Nc3ccc(F)cc3)C2)cc1F (centres undefined) | -2.5
OCCC12CC3CC(CC(C3)C1)C2 | 4.6
Cc1ncsc1C(=O)NC(CC(=O)OC(C)C)c1ccccc1Cl (centres undefined) | -3.1

An excerpt of these results, field by field.
COC(=O)c1cc(C2CC2)nc2c1c(C)nn2C1CCS(=O)(=O)C1 (centres undefined)
- mcGAS MS inh: -11.0

CSC(C)C(=O)Nc1ccc(Sc2nc(C)cs2)cc1C (centres undefined)
- mcGAS MS inh: -13.9

COC(=O)C1C(=N)Oc2cc(O)ccc2C1c1ccc(OCc2ccccc2C#N)cc1 (centres undefined)
- mcGAS MS inh: 2.4

The list continues.
SMILES | mcGAS MS inh
Cc1nc(CN2CCCC2Cn2ccnc2C(C)C)nc2ccccc12 (centres undefined) | -0.5
CC(=O)N(C)c1ccc(NC(C)c2ccc(F)c(F)c2)cc1 (centres undefined) | 0.2
O=C(Nc1ccc(-c2noc(-c3ccco3)n2)cc1)c1ccco1 | 6.3
Cc1cccc(C)c1OCC(=O)Nc1cncnc1N1CCCC1 | 3.6
Cc1cc(-n2cnnc2CCn2cccn2)n(C)n1 | -27.0
O=C(Cc1ccc(Cl)cc1)Nn1cnc2c(cnn2-c2ccc(F)cc2)c1=O | -6.2
CCCn1c(=O)c2c(nc3n(CCOC)c(C)c(C)n23)n(C)c1=O | -0.8
CC(=O)N1CCc2cc(NC(=O)c3cc(S(C)(=O)=O)ccc3C)ccc21 | 0.9
O=C(N/N=c1\oc2cc(O)ccc2cc1-c1nc2ccccc2[nH]1)c1ccc([N+](=O)[O-])cc1 | 4.0
O=S(=O)(c1cccs1)N1CCN(c2cnccn2)CC1 | -6.3
Cc1ccc(-c2cc(O)c3c(c2)CN(C(=O)C(C)n2cccn2)CCO3)s1 (centres undefined) | -14.9
C=CCc1cc(C)cc(C)c1OCCCCN1CCN(C)CC1 | 0.0
CC(C)(C)c1ccc2c(c1)CC(CNC(=O)c1c(F)c(F)c(F)c(F)c1F)O2 (centres undefined) | -2.2
COCCn1c(=O)c2c(nc3n2CCCN3c2ccc(C)cc2C)n(C)c1=O | -6.9
COCCN1C(=O)/C(=C/C=C/c2ccccc2)SC1=S | -31.9
Cc1cc2c(=O)n(C)c(SCC(=O)Nc3ccc(Cl)cc3)nc2s1 | 4.2
COC(=O)c1nn(-c2cccc(C)c2)c2nnc(Cc3ccccc3)c(=O)n12 | -0.9
C=CCNc1nc(NCCCN2CCCC2=O)c2sc(-c3ccccc3)cc2n1 | 8.4
C=CC1=C(C(=O)O)N2C(=O)[C@@H](NC(=O)/C(=N/OCC(=O)O)c3csc(N)n3)[C@H]2SC1 (stereo in doubt) | 0.0
Cn1nccc1CNC(=O)c1ccc(COc2cc(Cl)ccc2Cl)o1 | -30.4
CCc1nn(-c2nc(OC)cc(OC)n2)c(N)c1C#N | 2.5
CC(C)C[C@H]1CN(C(=O)c2coc3ccccc23)CC[C@@]1(C)O | -32.8
O=c1c2c(-c3ccccc3)n3ncnc3nc2ccn1CCCN1CCOCC1 | -6.4
COc1ccc(C(C)NC(=O)c2cc(C#N)cn2C)cc1F (centres undefined) | -4.8
Cc1nc(S(=O)(=O)CC(=O)Nc2cc(F)ccc2F)n(CC(C)C)c1C | -7.1
CCC(NS(=O)(=O)NCc1ccccc1)c1cc(C)ccn1 (centres undefined) | -18.3
CCCOC(=O)N1CCn2nc(-c3nc4ccccc4n3C)cc2C1 | -18.3
CC(=O)c1sc(=Nc2ccc(Cl)cc2)n(CCO)c1C | 4.7
COCC1CCCN(C(=O)c2ccc3nc(Cc4cccc(Cl)c4)oc3c2)C1 (centres undefined) | -3.4
Cc1ccc(C)c(C(=O)C(C)Sc2nnc(-c3ccc4c(c3)OCO4)o2)c1 (centres undefined) | 3.1
COCCNC(=S)NCCc1cc2cc(C)c(C)cc2[nH]c1=O | 3.8
O=S1(=O)CCC(N(Cc2ccccc2)Cn2nc(-c3cccs3)oc2=S)C1 (centres undefined) | 4.1
CCNc1cc(C)nc(N2CCN(C(=O)Nc3ccc(Cl)cc3)CC2)n1 | -6.0
COc1ccc(N=C2NN=C(c3cnn(C)c3)CS2)cc1F | -0.3
O=C(NCCCC(=O)N1CCOC(COCc2ccccc2)C1)OCc1ccccc1 (centres undefined) | -4.5
CCCC1COCCN1S(=O)(=O)NCc1ccccc1 (centres undefined) | -3.9
COC(=O)c1cc(-c2ccc(C)cc2)nc2c1c(C)nn2C1CCS(=O)(=O)C1 (centres undefined) | -7.7
Cc1nn(-c2ccc(F)cc2)c2nc(N)c(C#N)c(-c3ccc(O)c(O)c3)c12 | -3.4
CCOCCn1c(=O)c2c(OCC)c(CC)cnc2n(C)c1=O | 5.2
CC(C)=CCN1CCN(Cc2cccc(C)n2)CC1CCO (centres undefined) | -17.7&-14.7
O=C(c1cc(-c2ccc(O)cc2)n[nH]1)N1CCCC2(C1)C(=O)Nc1ccccc12 (centres undefined) | -32.7
O=S(=O)(NCc1cc2ccccc2[nH]1)c1ccc2c(c1)CCC2 | -2.4
CSCC1CCN(c2cc(C(=O)N(C)c3ccccc3)ccn2)C1 (centres undefined) | -11.1
CCCCn1nccc1NC(=O)CN1CCOC(Cn2cccn2)C1 (centres undefined) | -4.8
CCOC(=O)C1(Cc2ccccc2F)CCCN(C(=O)c2cccc3nccnc23)C1 (centres undefined) | -2.0
Cc1nc(-n2nc(-c3cccs3)cc2NC(=O)c2cccc(Cl)c2)[nH]c(=O)c1C | -4.6
CSCc1ccc(C(=O)N(C)C2CCCN(C3Cc4ccccc4C3)C2)o1 (centres undefined) | -2.1
CSc1ccccc1-n1nnnc1SCSc1nnnn1-c1ccccc1SC | -5.4
COCCn1c(-c2cn(C)nc2OC)n[nH]c1=S | -5.9
CCCC1(c2ccccc2)NC(=O)N(CC(=O)c2ccccc2F)C1=O (centres undefined) | -6.6
CCSc1nc(CC(=O)NC2Cc3ccccc3C2)cs1 | -2.3
CCn1c(CN(C)Cc2nnc(C)o2)nc2ccccc21 | -5.5
O=C(Nc1cc(F)cc(F)c1)C1CCCCN1Cc1cc(=O)c(O)co1 (centres undefined) | -1.7
NC(=O)c1ccc(N2CCCC2)c(NC(=O)Cc2cc(Cl)c3c(c2)OCCO3)c1 | -5.1
Cc1cc(C(=O)N2CCCN(CC3CC3)C(C(C)C)C2)on1 (centres undefined) | -5.4
O=C(CCNCC1OCCc2ccccc21)Nc1cccnc1 (centres undefined) | -14.1
COc1ccc(N2CN=C3SCC(=O)N3C2)cc1 | -4.2
Cc1c(C(=O)OCCn2c(C)csc2=O)cnn1-c1ccccc1 | -6.8
Cc1ccc(OCC(=O)OCc2cc(-c3ccc4c(c3)OCO4)on2)cc1 | -11.5
COc1ccc(-c2ccc(C(=O)Nc3ccc(C)cc3[N+](=O)[O-])o2)c([N+](=O)[O-])c1 | -1.5

Next part:
SMILES | mcGAS MS inh
COc1ccc(CCN2CC(C(=O)N(C)Cc3ccccn3)CCC2=O)cc1 (centres undefined) | -6.9
CC(C)C1OC(C(C)C)OC(C(C)C)O1 (centres undefined) | -20.0
O=C(Nc1cc(F)cc(F)c1)NC1(CO)Cc2ccccc2C1 | 5.3
CCc1csc(C2CCCN(C(=O)c3nccn4ccnc34)C2)n1 (centres undefined) | -4.5
Cc1cc2ccccc2n1CCNC(=O)CC1C(=O)NCCN1Cc1ccoc1 (centres undefined) | 1.3
O=C(NCCc1cscn1)c1ccccc1OC1CCN(C(=O)c2cccnc2)CC1 | -5.5
CCCCOc1ccc(/C=C/c2[nH]c(=O)[nH]c(=O)c2[N+](=O)[O-])cc1OC | -7.7
COC(=O)CN1CCC(NC(=O)c2ccc3c(c2)CC(C)O3)CC1 (centres undefined) | -5.4
CCOc1cccc(C2c3c(oc4ccc(C)cc4c3=O)C(=O)N2c2nccs2)c1 (centres undefined) | -1.3
CC(C)CCn1c(CN(C)CC2CCCCO2)cnc1S(=O)(=O)C(C)C (centres undefined) | -5.9
CCCC(CCC)C(=O)O | -6.4&-1.7&1.4
CCOC(=O)C1(C/C=C/c2ccccc2)CCCN(C(=O)c2c(CC)noc2C)C1 (centres undefined) | -13.8
Cc1ccc2c(C)c(CCC(=O)NCCOc3ccccc3)c(=O)oc2c1 | -2.0
CC(=O)N1CCc2c(sc(NC(=O)C3=COCCO3)c2-c2nc3ccccc3s2)C1 | -3.8
CNc1cccc(-c2ccc(C(C)=O)s2)n1 | 1.3
CCc1ccc(C(=O)Nc2nc(-c3cccc(Cl)c3)cs2)o1 | -12.2
CN(C)S(=O)(=O)NCc1ccc2c(c1)OCO2 | -9.8
O=C(CN1CCC(c2ccccc2)C1)N1CCn2cncc2C1 (centres undefined) | -21.1
Cc1cc(C)n(CC(=O)NC2CCCCCCC2)n1 | -2.5
CN1CC2(CCN(C(=O)c3cnc(Nc4ccccc4)nc3)C2)OC1=O (centres undefined) | -4.1
CC(=O)Nc1ccc(C(=O)NCc2nnc3n2CCCCC3)cc1 | 0.7
O=C1c2ccccc2C(=O)N1CN1CCOCC1 | -1.9
O=C(COC(=O)C1CC(=O)N(Cc2ccccc2)C1)c1ccc(Br)cc1 (centres undefined) | -28.3
Cc1ccccc1CCCN1CCN(CC#N)CC1 | -8.9
COc1ccccc1-c1cn2c(C(=O)N3CCN(C)C(=O)[C@@H]3C)csc2n1 | -1.0
Cc1nn(-c2nc(C)c(C)c(=O)[nH]2)c(C)c1CCC(=O)Nc1ccon1 | -0.5
NC(=O)CC1SC(=O)N=C1N (centres undefined) | -3.1
CCC1SC(=NN=Cc2ccco2)NC1=O (centres undefined) | -9.2
COc1ccc(Cl)cc1Cn1c(C)c(C(=O)NCC2CC2)sc1=O | 12.1
CC(NC(=O)NCCOc1ccc2c(c1)OCO2)c1nncn1C (centres undefined) | -2.2
CC[C@H]1CN(C(=O)c2ccc(C)cc2C)CC[C@@]1(C)O | -5.5
O=C1CCC2(C(=O)NCc3ccc(Cl)cc3)SCCN12 (centres undefined) | 16.8
CCc1nnc(C(C)N2CCCC(c3cc(C(N)=O)n[nH]3)C2)o1 (centres undefined) | -16.5
C=CCn1c(=NC(=O)Cc2ccc(S(C)(=O)=O)cc2)sc2c(OC)ccc(OC)c21 | -1.7
O=C(NC1CC1)c1cc2n(n1)CCCN(C(=O)c1ccc3nc[nH]c3c1)C2 | -17.3
CC(=O)Oc1cc(C(F)(F)F)ccc1C(=O)O | 11.3
CN1CCCc2cc(C(CNC(=O)c3ccc(Br)o3)N3CCCCC3)ccc21 (centres undefined) | -6.5
C=CCCC(O)CN(Cc1c(CC)nn(-c2ccccc2)c1Oc1cccc(F)c1)CC1CCCO1 (centres undefined) | -8.1
Cc1cccc(C(C(=O)NC2CCS(=O)(=O)CC2)N(C)C)c1 (centres undefined) | -13.5
CC(=O)Nc1ccc(Br)c2c1C(=O)c1c(NC(C)=O)ccc(Br)c1C2=O | -3.3
CCOC(=O)NC(NCCC1C=Nc2ccccc21)(C(F)(F)F)C(F)(F)F (centres undefined) | -8.8
COCCCNC(=O)CC1CSc2nc3c(c(=O)n21)CCCC3 (centres undefined) | -9.1
CC(C)S(=O)(=O)c1ncc(CN2CCCC2c2nccs2)n1Cc1ccccc1F (centres undefined) | 1.6

Only part of the results is shown. The share of hits here may be higher or lower than overall.
